# PTK2B oligo ant: antagonists of Pyk2 self-association, primary screen, Q293 cells, FERM NanoBiT luminescence, HTS | actives 0.83% (n = 99,000) | Protein-tyrosine kinase 2-beta (Homo sapiens), Q14289 | z-score (the deposit names both 25 µM and 10 µM) | stronger effect = lower value | AID 1347419, 2020;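 active means Z-score of -3 or lower, scaled per plate to the spread of control and sample wells; inactive means z-score above -3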;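 further: negative z-score means lost luminescence so less FERM oligomerization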
# Target sequence (Q14289 whole entry, looked up): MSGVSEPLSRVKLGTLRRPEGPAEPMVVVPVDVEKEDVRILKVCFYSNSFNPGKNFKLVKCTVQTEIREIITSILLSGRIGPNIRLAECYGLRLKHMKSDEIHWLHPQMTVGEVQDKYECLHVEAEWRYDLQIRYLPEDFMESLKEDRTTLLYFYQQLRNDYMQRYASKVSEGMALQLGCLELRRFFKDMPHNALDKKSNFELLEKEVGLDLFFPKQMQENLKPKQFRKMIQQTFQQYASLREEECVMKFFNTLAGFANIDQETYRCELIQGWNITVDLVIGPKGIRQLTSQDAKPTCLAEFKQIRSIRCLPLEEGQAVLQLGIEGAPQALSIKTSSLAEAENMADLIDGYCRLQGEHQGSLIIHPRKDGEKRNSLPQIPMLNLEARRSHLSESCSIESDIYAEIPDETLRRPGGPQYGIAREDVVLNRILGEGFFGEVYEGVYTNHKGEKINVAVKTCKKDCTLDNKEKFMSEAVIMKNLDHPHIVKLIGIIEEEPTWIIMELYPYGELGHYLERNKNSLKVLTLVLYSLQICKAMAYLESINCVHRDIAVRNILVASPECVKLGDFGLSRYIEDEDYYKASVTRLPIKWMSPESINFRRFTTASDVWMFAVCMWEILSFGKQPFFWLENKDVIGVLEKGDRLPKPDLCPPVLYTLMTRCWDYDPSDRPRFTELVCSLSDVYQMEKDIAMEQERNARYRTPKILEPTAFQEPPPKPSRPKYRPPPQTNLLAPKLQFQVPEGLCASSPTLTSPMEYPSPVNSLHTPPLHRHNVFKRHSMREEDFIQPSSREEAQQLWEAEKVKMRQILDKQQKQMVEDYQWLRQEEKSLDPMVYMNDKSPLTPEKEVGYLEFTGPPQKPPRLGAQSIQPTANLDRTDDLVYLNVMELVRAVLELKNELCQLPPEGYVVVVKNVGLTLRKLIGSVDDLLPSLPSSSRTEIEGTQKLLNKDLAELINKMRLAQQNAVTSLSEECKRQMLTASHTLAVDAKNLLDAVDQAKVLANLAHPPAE
# The depositor's hits bear a star.
PTK2B oligo ant	SMILES
-0.18	CCCCn1c(-c2ccccc2)cnc1SCC(=O)NCCc1ccc(OC)c(OC)c1
0.61	COC(CN(C(=O)CCl)C(C(=O)NC1CCCCC1)c1ccc(C)cc1)OC (stereo unspecified)
-0.01	CCN(CC)C(=O)COn1c(SCC(=O)N(CC)CC)nc2ccccc2c1=O
0.2	C=CCn1c(C(C)NC(=O)c2cccs2)n[nH]c1=S (stereo unspecified)
0.9	O=C(Nc1cc(S(=O)(=O)N2CCOCC2)ccc1N1CCOCC1)c1cnccn1
-0.54	CC1(C)COC(c2ccc(F)c([N+](=O)[O-])c2)=N1
-0.2	Cc1ccc(OCC(=O)OCCN2C(=O)c3ccccc3C2=O)cc1C
-0.16	CCCNC(=O)NC(=O)COC(=O)c1cccc(NS(=O)(=O)c2ccc(F)c(F)c2)c1
-0.67	O=C1N/C(=C/c2cccn2-c2ccccc2)C(=O)N1Cc1ccc(F)cc1
0.6	O=C(O)c1nn(-c2ccccc2)c(-c2ccccc2)c1C(=O)c1ccccc1
0.55	Cc1cc([N+](=O)[O-])ccc1NC(=O)c1cncc(Br)c1
-0.61	O=C(CSc1nccc(-c2ccc(Br)cc2)n1)NCCc1ccccc1
0.79	O=[N+]([O-])c1ccccc1N/N=C\c1ccccc1Cl
-0.15	O=C(NC(NC(=S)N1CCOCC1)C(Cl)(Cl)Cl)c1ccc(Cl)cc1 (stereo unspecified)
0.54	COc1ccc(/C=C/C(=O)OCC(=O)N2CC(=O)Nc3ccccc32)cc1
0.25	CCC(C(=O)N1CCN(c2ccccn2)CC1)n1nc(C)n2c(cc3occc32)c1=O (stereo unspecified)
0.86	COc1cc2nc(=S)n3[nH]c(CCn4nc(C)cc4C)nc3c2cc1OC
-1.2	CC1(C)Cc2cccc(OCC(=O)N3CCN(c4ccc([N+](=O)[O-])cc4)CC3)c2O1
1.1	Cc1ccc(CNC(=O)COc2ccc3c(c2)CCC3)cc1
-0.27	Cc1cc(C)cc(NS(=O)(=O)c2ccc(NC(=S)NC(=O)c3cccs3)cc2)c1
0.31	CCOC(=O)N1CCN(C(=S)Nc2ccc(C)c(C)c2)CC1
0.01	COc1cc(NS(=O)(=O)c2ccc(NC(=S)NC(=O)c3sc4ccccc4c3Cl)cc2)nc(OC)n1
-0.12	OC(CNCc1ccccc1)(c1ccc(F)cc1)c1ccc(F)cc1
1.6	CCCN1CNC(=S)N(c2ccccc2OC)C1
-0.77	O=C(NNC(=S)NC1CCCCC1)c1cccc(S(=O)(=O)Nc2ccccc2Cl)c1
-0.22	COc1ccc(/C=C/C(=O)C2C(=O)C=C(C)OC2=O)cc1O (stereo unspecified)
0.17	CCOC(=O)N1CCN(c2ccc(F)cc2[N+](=O)[O-])CC1
1.7	O=C(O)Cc1ccc2sc(-c3ccccc3)nc2c1
-0.43	O=S(=O)(C(=CNc1ccccc1)S(=O)(=O)c1ccccc1)c1ccccc1
0.66	Cn1ccnc1SCC(=O)Nc1cccc(C(F)(F)F)c1

# A few values from the results shown:
# `Cc1cc([N+](=O)[O-])ccc1NC(=O)c1cncc(Br)c1` in PTK2B oligo ant is listed with 0.55
# `C=CCn1c(C(C)NC(=O)c2cccs2)n[nH]c1=S` (stereo unspecified) in PTK2B oligo ant is listed with 0.2
# `Cc1cc(C)cc(NS(=O)(=O)c2ccc(NC(=S)NC(=O)c3cccs3)cc2)c1` in PTK2B oligo ant is listed with -0.27
# `Cc1ccc(OCC(=O)OCCN2C(=O)c3ccccc3C2=O)cc1C` in PTK2B oligo ant is listed with -0.2

# (next part)
PTK2B oligo ant	SMILES
-0.32	CCCCc1c(O)nc2sccn2c1=O
0.69	COc1ccc(OC)c(S(=O)(=O)N2CCCCC2C(=O)N2CCN(c3ccccn3)CC2)c1 (stereo unspecified)
0.3	O=C(Cc1ccccc1[N+](=O)[O-])NCc1ccc(Cl)cc1
0.25	O=C(CCc1ccc(S(=O)(=O)NCc2ccccc2)cc1)NCc1ccco1
0.4	O=c1[nH]c(-c2ccccc2)cs1
0.31	CCCCCCCCNC(=O)c1cnccn1
-0.09	CC1=CC(C)(C)Nc2ccc(OC(=O)CN3C(=O)CCC3=O)cc21
1.5	Clc1ccc2scc(CN3CCCCC3)c2c1
-0.98	COc1ccc(N2CCN(CCNS(=O)(=O)c3cccc4nsnc34)CC2)cc1
0.38	CCS(=O)(=O)N1Cc2ccccc2CC1C(=O)OCC(=O)Nc1ccc(C)cc1 (stereo unspecified)
0.27	CCOC(=O)c1cnn(CCOC(=O)c2ccccc2)c1NC(=O)c1ccccc1
0.89	Cc1c(NC(=S)NC(NC(=O)C(C)(C)C)C(Cl)(Cl)Cl)c(=O)n(-c2ccccc2)n1C (stereo unspecified)
-0.04	CC1=Nc2ccc(C)c3nc(C)cc(c23)N1c1ccc(C)cc1
-0.79	COc1ccc(CNc2nc(-c3cccnc3)nn2C(=O)c2cccs2)cc1
0.13	Cc1ccc(NC(=O)/C(=C/c2cccs2)NC(=O)c2ccco2)c(C)c1
-0.71	Cc1nc2ccccn2c1C(=O)N=Nc1c(O)n(CCC(C)C)c2ccccc12
-0.18	COCc1cc(C)c(C#N)c(=S)[nH]1
0.18	CCOC(=O)N1CCN(C(=S)Nc2ccccc2C)CC1
0.26	CC1CCN(c2ccc(C(=O)O)cc2NS(=O)(=O)c2ccc(Br)cc2)CC1
-0.38	CCC(CC)c1nnc(NC(=O)c2ccc(S(=O)(=O)N3CCc4ccccc4C3)cc2)s1
1	O=C(Nc1cccs1)Nc1ccc(Br)cc1F
0.51	COC(=O)C1=C(C)OC(N)=C(C#N)C1c1c(C)nn(C)c1C (stereo unspecified)
0.99	Cc1nn(C)c(C)c1CNC(=O)/C=C/c1ccccc1F
-0.31	COc1ccc(CN(CCC(c2ccccc2)C2CCOC(C)(C)C2)C(C)=O)cc1 (stereo unspecified)
0.4	COc1ccc(OC)c(C2C(C(=O)N(C)C)=C(C)Nc3nc4ccccc4n32)c1 (stereo unspecified)
1.1	Cc1csc(NC(=O)CCNC(=O)c2ccc([N+](=O)[O-])cc2)n1
-0.38	O=C(CSc1ccccc1C(=O)NCc1ccccc1)NC1CCCCCCC1
-0.03	CN1CCc2c(sc3c2c(=O)n(-c2ccccc2)c2nnc(SCc4ccccc4)n32)C1
0.19	Cc1ccc(C(=O)Nc2ccn(Cc3ccc(F)cc3)n2)o1
-1.6	CCC(C)Nc1nc(Cl)nc(NCCOc2ccccc2)n1 (stereo unspecified)

# The closing seven compounds of the section before are carried over, then new ones follow:
PTK2B oligo ant	SMILES
-0.31	COc1ccc(CN(CCC(c2ccccc2)C2CCOC(C)(C)C2)C(C)=O)cc1 (stereo unspecified)
0.4	COc1ccc(OC)c(C2C(C(=O)N(C)C)=C(C)Nc3nc4ccccc4n32)c1 (stereo unspecified)
1.1	Cc1csc(NC(=O)CCNC(=O)c2ccc([N+](=O)[O-])cc2)n1
-0.38	O=C(CSc1ccccc1C(=O)NCc1ccccc1)NC1CCCCCCC1
-0.03	CN1CCc2c(sc3c2c(=O)n(-c2ccccc2)c2nnc(SCc4ccccc4)n32)C1
0.19	Cc1ccc(C(=O)Nc2ccn(Cc3ccc(F)cc3)n2)o1
-1.6	CCC(C)Nc1nc(Cl)nc(NCCOc2ccccc2)n1 (stereo unspecified)
0.24	O=C(O)CCSCCC(=O)O
-0.08	CCOC(=O)CNc1ncc([N+](=O)[O-])cc1C#N
-0.94	CCNC(=S)N(Cc1cc2cccc(C)c2[nH]c1=O)C1CCCC1
-0.73	Cc1ccc2nc(NC(=S)NC(=O)c3ccco3)sc2c1
0.72	CCOc1ccc(NC(=S)NC(=O)/C=C/c2ccc(OC)cc2)c([N+](=O)[O-])c1
0.33	Cc1sc(NC(=O)C2CCCC2)c(C#N)c1C
-0.89	Cc1ccccc1OCc1nnc(SCC(=O)Nc2ccc3nc(SCC(=O)Nc4ccccc4)sc3c2)n1C
0.22	NNC(=O)C1CC1c1ccccc1 (stereo unspecified)
0.02	Nc1nc(-c2ccccc2)[nH]c(=O)c1N
-0.64	CN(c1ccccc1)S(=O)(=O)c1cccc(NC(=O)CSc2nncs2)c1
-0.18	Cc1ccsc1/C=N/n1c(-c2ccncc2)n[nH]c1=S
0.36	CSc1nnc(CSc2cc(C)nc(N(C)C)n2)o1
0.97	Cc1cc(C)c(NC(=O)/C=C\C(=O)O)c(Cl)c1
1.2	COc1ccc(N2CCN(C(=O)CN=C3NS(=O)(=O)C(c4ccc(C)cc4)=C3C)CC2)cc1
0.16	O=C(c1ccc(F)cc1)N1CCC(N2CCCCCC2)CC1
-1.1	COc1ccc([N+](=O)[O-])cc1NC(=O)COC(=O)c1ccccc1C(=O)c1ccccc1
0.23	CCCCNC(=O)COc1ccccc1C(=O)c1cc(C#N)c(=O)n(CCOC)c1
-1	Cc1ccc(NC(=O)NC2(C(=O)NCc3ccccc3)CCCCC2)cc1
-2.7	CCOc1ccc2c(c1)OC(c1ccc(OC)cc1)(C(F)(F)F)NC2=O (stereo unspecified)
1.1	CC12c3ccccc3C(c3ccccc31)C1C(=O)N(c3cccnc3)C(=O)C12 (stereo unspecified)
-0.31	Cc1ccc2nc3c(cc(C#N)c(=O)n3-c3nccs3)c(=O)n2c1
0.68	COc1ccc(C(=O)NCCN2C(=O)S/C(=C\c3cccnc3)C2=O)c(OC)c1OC
0.71	CN(C)S(=O)(=O)c1ccc(C(=O)NCc2nnc(SCC(=O)Nc3ccc(F)cc3)n2-c2ccc(F)cc2)cc1
0.18	COc1ccc(/C=C/C(=O)NC(C)(C)C)cc1S(=O)(=O)N1CCOCC1
-1.9	Cc1ccc2nc(C(F)(F)F)c(C#N)c(N)c2c1
0.19	Cc1ccc(NC(=O)COc2ncnc3ccccc23)cc1S(=O)(=O)N1CCOCC1
-2.5	N#Cc1c(NC(=O)c2ccccc2Cl)n(Cc2ccccc2)c2nc3ccccc3nc12
-1.1	CCOC(=O)c1c(NC(=O)COC(=O)CNC(=O)c2ccco2)sc(C(C)=O)c1C
-0.91	Cc1cccc(-n2c(C)cc(/C=N\NC(=O)c3cccs3)c2C)c1
-0.31	CC(C)(C)c1ccc(-c2nc3c(C#N)c(-c4ccc5c(c4)OCO5)ccn3n2)cc1

# (next part)
PTK2B oligo ant	SMILES
-0.02	Cc1nc2c3ccccc3nc(SCC(=O)c3ccc(Cl)cc3)n2n1
0.39	Cc1c(C)n(CCC#N)c2ccccc12
0.32	O=C(CSc1nnc(CCCN2C(=O)c3cccc4cccc(c34)C2=O)n1-c1ccccc1)NCCCO
-1.7	CC(C)c1ccc(NC(=O)C(c2ccc3c(c2)OCO3)N2CCN(C(=O)c3ccco3)CC2)cc1 (stereo unspecified)
-2.1	CCc1ccc(Oc2coc3cc(OC(=O)c4cc5ccccc5oc4=O)ccc3c2=O)cc1
-0.2	CCOc1ccc(C2C3=C(Nc4nc(N)[nH]c(=O)c42)c2ccccc2C3=O)cc1 (stereo unspecified)
-0.65	COc1ccc(/C=C2/CCc3ccccc3C2=O)cc1OC
0.25	N#C/C(=C\c1ccco1)C(=O)NCC1CCCO1 (stereo unspecified)
-0.4	COc1ccc(C)cc1NS(=O)(=O)c1ccc(NC(=O)CN(c2cc([N+](=O)[O-])ccc2C)S(C)(=O)=O)cc1
-0.92	CC(=O)C1=C(C)NC(SCC(=O)Nc2nc3ccccc3s2)=C(C#N)C1c1ccc(Cl)cc1 (stereo unspecified)
0.11	COc1ccc(/C=C/C(=O)Oc2ccc(/C=N\NC(=O)c3ccc(F)cc3)cc2)cc1
-0.49	COc1cccc(/C=N/NC(=O)CCCc2ccc(OC)c(C)c2)c1
0.17	CCOC(=O)N/N=C/c1cn(CCCOc2ccc(C)cc2)c2ccccc12
0.85	CCOC(=O)c1c(/N=C/C2C(=O)CCCC2=O)sc(C)c1C
0.59	O=C1CN(C(=O)COC(=O)CNC(=O)c2ccccc2)c2ccccc2N1
0.87	CN(C)C(=O)c1c([N+](=O)[O-])c(C(C)(C)C)nn1C
-2.9	COc1ccc(/C=N/NC(=O)CN(Cc2ccccc2)S(=O)(=O)c2ccc3c(c2)OCCO3)cc1
-0.47	C[N+](C)(CC#Cc1ccccc1)CC(=O)c1ccc(Cl)cc1
0.02	Cc1ccc(S(=O)(=O)NCC(=O)N/N=C/c2ccc(Cl)cc2)cc1
-0.67	COC(=O)c1[nH]c(C)c(/C(O)=C2\C(=O)C(=O)N(CCN(C)C)C2c2ccco2)c1C (stereo unspecified)
-0.29	CN1c2ccsc2C(O)=C(C(=O)Nc2ccccc2)S1(=O)=O
0.47	Cc1c(/C=C/C(=O)c2ccc(O)cc2)cnn1C
1.1	Cc1ccccc1S(=O)(=O)Cc1ccc(C(=O)NCCN2CCN(Cc3ccccc3)CC2)o1
0.4	Cc1cccc(N2CN(Cc3ccco3)CNC2=S)c1C
-0.37	Cc1ccccc1C(=O)N1CCc2cc(-c3nc(NC(=O)Cc4ccc5c(c4)OCO5)sc3C)ccc21
-0.87	CC(=O)Nc1ccc(S(=O)(=O)Nc2nc3ccccc3nc2Nc2ccc3ccccc3c2)cc1
0.14	O=C(Cc1c[nH]c2ccccc12)N/N=C/c1ccc(F)cc1
0.57	CCOc1ccc(CC(=O)NNC(=S)NC2CCCCC2)cc1OCC
-1.9	COc1ccc(Br)cc1CN(C)CC(=O)Nc1cc([N+](=O)[O-])ccc1OC
-0.95	COc1ccccc1-c1c(C(F)(F)F)oc2cc(OS(C)(=O)=O)ccc2c1=O

# Further structures:
PTK2B oligo ant	SMILES
0.46	N#CCCn1c(C(C#N)(CCC#N)CCC#N)nc2ccccc21
-0.02	Cc1sc(NC(=O)C2CCCO2)c(C#N)c1C (stereo unspecified)
0.71	Cc1ccc(C)c(OC(=O)c2cncc(Br)c2)c1
-0.33	C=CCn1c(SCc2nc3cc(C(=O)OC)ccc3c(=O)[nH]2)nc2sc(CC)cc2c1=O
0.27	Cc1onc(-c2c(F)cccc2Cl)c1C(=O)NC(=S)NC1CCS(=O)(=O)C1 (stereo unspecified)
1.6	COc1cc(CNC2CCCc3ccccc32)cc(OC)c1OC (stereo unspecified)
-2.2	CCn1ncc(C2=NOC(C(=O)Nc3ccccc3C(=O)OC)C2)c1C (stereo unspecified)
-1.7	COc1cccc(-n2c(CN3CCN(c4cccc(C)c4)C(C)C3)nc3ccc([N+](=O)[O-])cc3c2=O)c1 (stereo unspecified)
1.6	O=C(COC(=O)COc1ccc(Br)cc1)NCCC1=CCCCC1

# A second format for part of the listing above.
N#CCCn1c(C(C#N)(CCC#N)CCC#N)nc2ccccc21
  PTK2B oligo ant = 0.46
Cc1sc(NC(=O)C2CCCO2)c(C#N)c1C (stereo unspecified)
  PTK2B oligo ant = -0.02

# These rows are one share of the data; count on the stated rates, not on these rows.
